a7 integrin act: activators of alpha7 integrin expression for muscular dystrophy | alpha7betagal myoblasts, beta-gal FDG fluorescence, 48 h | Potency, µM (top dose mostly 38.3 µM), inactives show at the highest dose activation, usual class: activators | hit rate 0.064% among 350,000 | AID 624291;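 further: potency means the concentration at half of the fitted maximal effect; 100% = response of the positive control SU9516; nearly all actives have a fitted effect of over 60% in size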
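alpha7betagal+/- myoblasts (passage 13, 250/well) treated 48 h at 37C with compounds at 1:260 dilution of DMSO stock. Lysed, then beta-galactosidase activity read as FDG fluorescence (ex 480/em 540) after 30 min, with pre-read for autofluorescence.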
KCNH2 WT inh: blocks the wildtype human KCNH2 potassium channel | hit rate 0.37% among 340,000 | U2OS, BacMam KCNH2, thallium flux FluxOr; stronger effect = lower value | activity change, % at 1.84 µM | Q12809;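 active means maximum activity change below -70%; inconclusive means maximum activity change between -70% and -50%; inactive means maximum activity change above -50%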; further: on the % scale 0 is the no-effect control and ±100 the full control effect
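U2OS cells transduced with wild-type KCNH2 virus are loaded with FluxOr dye for 45 min, and thallium flux is measured in kinetic reads before and after stimulation buffer. Rate constants are normalized to DMSO controls.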
CXXC DNA block: inhibitors of human MLL CXXC domain-DNA interaction; AID 2662; Potency, µM (titrated, usually from 115 µM), for inactives: top-dose activity change, negative = inhibition, usual class: inhibitors; MLL-CXXC / FITC-HOXA9 DNA fluorescence polarization; hit rate 0.037% among 290,000; active means well fitted inhibition curve with a large enough effect in the polarisation, with a control signal flat, not every such curve was filed as active; inconclusive means small, poorly fitted or top-dose-only effect, or effect the other way, or a change in a side signal; inactive means no such curve, though single readings can be large or run the other way; the % refers to the polarisation; further: potency means the concentration at half of the fitted maximal effect
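Purified MLL-CXXC (added from a 7 uM solution) was preincubated 5 min at ambient with pinned compounds in 50 mM Tris-HCl pH 7.5, 50 mM NaCl, 1 mM DTT, 0.05% BSA. Fluorescein-labeled HOX-A9 DNA (50 nM solution) followed, 30 min, then polarization read.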
AT treatment: potential ataxia-telangiectasia treatment; AID 485349; […] A-T fibroblasts, KAP-1 phosphorylation AlphaLISA; neocarzinostatin DNA damage 30 min before lysis; hit rate 0.19% among 320,000; Potency, µM (doses to about 57.5 µM), inactives show at the top dose activation, hits mostly activators; further: potency means the concentration at half of the fitted maximal effect; % of control where 0% means no effect; nearly all actives have a fitted effect of over 45% in size
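ATM-like activity read as KAP-1 phosphorylation via AlphaLISA donor/acceptor antibody pairs after lysis and 6 hr at 25C. Cells were ATM-null patient fibroblasts ([…], hTERT), dosed 60 min, then exposed to the DSB inducer NCS for 30 min.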
FBPA coupling cs: counter-screen for Giardia aldolase inhibitors: coupling enzyme system; coupling enzyme system counterscreen, AmpLite Red fluorescence; activity change, negative = inhibition, % at 58.2 µM, hits read low; hit rate 0.67% among 290,000; AID 2472; in the data active means activity change below about -30%; further: on the % scale 0 is the no-effect control and ±100 the full control effect
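Compounds tested against the coupling enzymes alone at 57.5 uM final; readout was AmpLite Red fluorescence (525/598 nm) after 20 min at RT.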
TRPV1 agonist: agonists of human vanilloid receptor 1 (TRPV1). Q8NER1. TRPV1-expressing cells, Fluo-8 calcium influx, agonist mode. activation, % at 8.33 µM. hit rate 0.19% among 320,000; in the data active means activation above about 80%; inconclusive means between about 30% and that limit; further: 0% is about no effect
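Fluo-8 calcium influx in TRPV1-expressing cells, kinetic read (ex 480/em 520 nm). Compound added and read 3 min for agonist activity, followed by capsaicin at EC20 final and 2 min further read for enhancement.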
GALK inhibitor: blocks human galactokinase activity | P51570 | Purified GALK, Kinase-Glo residual ATP luminescence | Potency, µM (top dose mostly 57.5 µM), for the others: top-dose activity change, negative = inhibition, actives largely listed as inhibitors | hit rate 0.007% among 270,000 | AID 1868; further: potency means the concentration at half of the fitted maximal effect; on the % scale 0 is the no-effect control and ±100 the full control effect
Target sequence (P51570 whole entry, looked up): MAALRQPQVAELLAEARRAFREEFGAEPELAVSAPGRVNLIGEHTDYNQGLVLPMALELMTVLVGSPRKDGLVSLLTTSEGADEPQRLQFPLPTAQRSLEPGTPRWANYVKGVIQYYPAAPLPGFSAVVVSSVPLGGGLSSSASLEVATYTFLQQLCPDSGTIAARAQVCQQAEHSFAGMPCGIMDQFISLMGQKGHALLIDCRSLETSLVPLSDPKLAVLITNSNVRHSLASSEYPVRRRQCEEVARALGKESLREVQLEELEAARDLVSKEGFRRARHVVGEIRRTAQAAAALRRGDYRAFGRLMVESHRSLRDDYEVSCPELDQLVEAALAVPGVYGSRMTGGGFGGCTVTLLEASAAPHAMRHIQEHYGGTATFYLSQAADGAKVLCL
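Luminescence from leftover ATP (Ultra-Glo luciferase/luciferin) served as read-out after a 1 h room-temperature reaction of 5 nM GALK with 35 uM ATP and 100 uM galactose.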
MBNL1 CUG block: inhibitors of human MBNL1 binding to CUG repeat RNA. Q9NR56. TR-FRET MBNL1-His/biotin-(CUG)12 binding, 665/545 ratio. Potency, µM (top dose mostly 57.5 µM), without a hit: at the highest dose activity change, negative = inhibition, actives largely listed as inhibitors. hit rate 0.036% among 280,000. AID 2675; active means well fitted inhibition curve with a large enough effect in the signal ratio, with a control signal flat, not every such curve was filed as active; inconclusive means small, poorly fitted or top-dose-only effect, or effect the other way, or a change in a side signal; inactive means no such curve, though single readings can be large or run the other way; the % refers to the signal ratio; further: potency means the concentration at half of the fitted maximal effect; on the % scale 0 is the no-effect control and ±100 the full control effect
Target sequence (Q9NR56 whole entry, looked up): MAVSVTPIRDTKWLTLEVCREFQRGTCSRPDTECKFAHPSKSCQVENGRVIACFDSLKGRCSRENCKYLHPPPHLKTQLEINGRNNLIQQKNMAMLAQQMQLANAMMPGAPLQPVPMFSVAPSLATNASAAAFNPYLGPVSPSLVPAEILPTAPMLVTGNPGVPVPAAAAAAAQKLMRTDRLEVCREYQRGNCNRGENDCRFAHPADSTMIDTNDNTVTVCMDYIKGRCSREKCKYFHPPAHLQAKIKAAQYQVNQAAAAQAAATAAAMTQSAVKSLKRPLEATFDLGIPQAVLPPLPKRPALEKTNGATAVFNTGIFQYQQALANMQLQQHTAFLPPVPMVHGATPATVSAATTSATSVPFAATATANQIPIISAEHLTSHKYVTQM
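Compound titration spanned 92 nM–58 uM against the MBNL1-His/biotin-(CUG)12 complex. After 60 min at room temperature with 5 nM streptavidin-XL665 and 0.055 ng/ul terbium anti-His, ratiometric 665/545 nm emission (Ex 340 nm) normalized to controls.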
ASM inhibitor: inhibitors of human secretory acid sphingomyelinase; P17405; placental ASM, HMU-PC fluorogenic substrate, 60 min; Potency, µM (doses to about 57.5 µM), for the others: at the top dose activity change, negative = inhibition, usual class: inhibitors; hit rate 0.006% among 340,000; further: potency means the concentration at half of the fitted maximal effect
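Fluorogenic HMU-PC substrate (9 uM final) is turned over by placental ASM in 60 min at 37 C after a 10 min compound preincubation. Reaction ended by alkaline stop (pH 10), with fluorescence read at 386/447 nm.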
KCNH2 3.1 block: inhibitors of human KCNH2 3.1 potassium channel isoform; U2OS KCNH2 3.1, thallium flux FluxOr; stronger effect = lower value; activity change, % (tested at about 1.8 µM); hit rate 0.95% among 340,000;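 active means maximum activity change below -70%; inconclusive means maximum activity change from -70% to -50%; inactive means maximum activity change above -50%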;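 further: thallium influx rate constant from kinetic fluorescence after stimulation buffer; on the % scale 0 is the no-effect control and ±100 the full control effect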
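Virally transduced U2OS (3.1 isoform, 4 h infection in dark at RT) → overnight 37 C → FluxOr + Red40 in HBSS/HEPES, 45 min → stimulation buffer, 2 min kinetic read → rate constant vs DMSO controls.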
* = called active by the depositor; i = inactive; u = inconclusive; x = not tested or not shown; & = joins results of further samples; [ ] = another dose, or the depositor's remark. Unless noted, the call rests on the fitted dose curve; in most records, active means well fitted curve in the direction sought with a large enough effect; inconclusive means small, poorly fitted or top-dose-only effect, or another doubt; inactive means no such curve, though single readings can be large; an effect the other way counts as inactive or inconclusive. An unsorted share of the library. Share with any hit: about 2%.

SMILES	a7 integrin act	KCNH2 WT inh	CXXC DNA block	AT treatment	FBPA coupling cs	TRPV1 agonist	GALK inhibitor	MBNL1 CUG block	ASM inhibitor	KCNH2 3.1 block
Cc1sc(NC(=O)CCC(=O)O)c(C(N)=O)c1-c1ccccc1	-3%	12	-5%	-12%	17	0	-2%	-3%	0%	3
Cc1ccc(-c2nc(N)n(S(C)(=O)=O)n2)cc1	10%	-1	-1%	1%	-2	3	1%	-17%	0%	5
CNC[C@H]1Oc2ccc(NC(=O)Nc3ccc4c(c3)OCO4)cc2C(=O)N([C@H](C)CO)C[C@@H]1C	8%	-9	x	-4%	x	x	x	x	10%	15
CS(=O)(=O)c1cnc(-c2ccccc2)nc1-c1ccccc1Cl	7%	8	-4%	14%	-3	4	3%	34%[activator]	-10%	-5
O=C(CCn1c2c(c3ccccc31)CCCC2)NNC(=O)c1ccc([N+](=O)[O-])cc1	3%	0	4%	-2%	4	8	2%	39%[activator]	-12%	3
Cc1ccc(-c2cc(-c3ccccc3)nc(N)c2C#N)o1	u	14	u	14%	1	5	2%	14%	x	12
O=C(NCc1ccccc1)c1ccc(CS(=O)(=O)c2ccc(Br)cc2)o1	-27%	-10	7%	-3%	2	1	10%	-2%	0%	-7
CC(=O)c1cccc(NC(=O)C2CC(=O)N(c3ccc4c(c3)OCCO4)C2)c1 (stereo not given)	-12%	-3	x	1%	x	-1	x	x	4%	-35
O=C(Nc1cccc(S(=O)(=O)NCc2ccco2)c1)c1cccc(Cl)c1	-27%	-10	x	14%	x	x	x	x	-7%	-6
O=c1cc(O)nc(SCc2ccccc2)n1-c1ccc(Cl)cc1	u	5	21%	-4%	9	-4	10%	-3%	-1%	5
CC(=O)Nc1ccc(CN2CCCCCC2)cc1	-22%	2	5%	1%	0	2	-2%	-1%	-6%	-9
O=C1CC(c2ccccc2Cl)=NN(c2ncnc3ccccc23)C1=O	-2%	-4	16%	-8%	-15	4	-7%	x	-3%	8
CCn1cc(C(=O)Nc2cccc(C(=O)OC)c2)c(=O)c2ccc(C)nc21	33%	-8	-3%	-9%	-3	-2	0%	1%	-1%	10
Cc1ccc(SCc2nc(-c3ccccc3)no2)cc1	6%	10	-3%	13%	-1	3	0%	9%	-1%	-29
CC1CC(C)CN(C(=O)CCc2ccccc2)C1 (stereo not given)	2%	4	8%	5%	1	u	-1%	5%	-4%	26
COc1ccc(NC(=O)CSc2nccn2-c2ccccc2)c(OC)c1	-19%	-1	6%	0%	2	3	2%	2%	-1%	x
CN1CCN(CC(O)COCc2ccc3c(c2)OCO3)CC1 (stereo not given)	0%	-20	4%	5%	1	5	16%	-1%	-1%	-9
CCOC(=O)c1c(C)n(C)c2ccc(OC(=O)c3ccc(N4C(=O)CCC4=O)cc3)cc12	-3%	9	-3%	4%	0	-1	-1%	-8%	-1%	-1
CCOc1cccc(NC(=O)/C(C#N)=C\c2cn(CC(=O)O)c3ccccc23)c1	-10%	12	12%	6%	1	1	-7%	u	31%	0
COc1ccccc1NC(=O)Nc1ccccc1SC	15%	-8	4%	0%	-8	3	-2%	-3%	-1%	-1
CC1(OC(=O)CCc2ccccc2)C(=O)C=C2C=C3CCCN3C=C2C1=O (stereo not given)	12%	12	2%	0%	-19&-27	-5	1%	u	2%	6
CN1CCN(C(=O)CSc2nnc(COc3ccc(Cl)cc3)o2)CC1	-23%	12	1%	4%	-1	-6	1%	-3%	-1%	11
CCC(C)(C)n1nnnc1C(c1ccc(C)cc1)N1CCCC1 (stereo not given)	-8%	-3	2%	-2%	5	13	4%	-1%	3%	-5
COc1ccc(S(=O)(=O)NCC2CCC(C(=O)NCc3cccnc3)CC2)cc1 (stereo not given)	18%	-7	-7%	1%	-3	-2	2%	-10%	1%	5
CCCOc1ccc(C(=O)CCNc2ccc(C)c(Cl)c2)cc1	1%	-5	5%	4%	1	-3	x	-4%	3%	-4
NS(=O)(=O)c1ccc(NC(=O)c2cc(-c3cccs3)nc3ccccc23)cc1	-26%	10	27%	2%	2	u	0%	26%	175%[activator]	-22
COc1ccc(CNc2nc(Cl)c(C#N)s2)cc1	-9%	-4	2%	7%	0	-1	-1%	5%	-2%	-16
CCN1C(=O)N(c2cccc3ccccc23)C(C)=CC1(C)C	11%	3	0%	6%	2	12	x	6%	0%	-2
C=CCN(CC=C)CCCOc1ccccc1C(=O)OC	u	i	24%	2%	2	3	1%	4%	6%	-8
CCN(CC)C(=O)Cn1cc(S(=O)(=O)CC(=O)Nc2ccc(C(N)=O)cc2)c2ccccc21	17%	8	1%	5%	2	-4	-8%	-5%	8%	11

Two successive compounds already listed, quoted:
SMILES	a7 integrin act	KCNH2 WT inh	CXXC DNA block	AT treatment	FBPA coupling cs	TRPV1 agonist	GALK inhibitor	MBNL1 CUG block	ASM inhibitor	KCNH2 3.1 block
CC1(OC(=O)CCc2ccccc2)C(=O)C=C2C=C3CCCN3C=C2C1=O (stereo not given)	12%	12	2%	0%	-19&-27	-5	1%	u	2%	6
CN1CCN(C(=O)CSc2nnc(COc3ccc(Cl)cc3)o2)CC1	-23%	12	1%	4%	-1	-6	1%	-3%	-1%	11

Other compounds.
SMILES	a7 integrin act	KCNH2 WT inh	CXXC DNA block	AT treatment	FBPA coupling cs	TRPV1 agonist	GALK inhibitor	MBNL1 CUG block	ASM inhibitor	KCNH2 3.1 block
COC(=O)C(Cc1ccccc1)NC(=O)CCc1c[nH]c2ccccc12 (stereo not given)	39%	-10	-2%	-3%	1	18	x	-6%	-2%	4
CC1(C)C2CCC1(CS(=O)(=O)NC(CC(=O)O)c1cccc(Br)c1)C(=O)C2 (stereo not given)	8%	-9	-1%	2%	2	-3	0%	-9%	1%	-12
CC(=O)Nc1ccc(S(=O)(=O)N2CCC(=O)Nc3ccccc32)cc1	-10%	-7	-3%	-1%	2	-1	1%	-4%	-1%	10
COc1cc(-c2nc(C(F)(F)F)c(OC)o2)cc(OC)c1OC	35%	5	12%	-3%	2	4	2%	-11%	2%	-22
CN(C)C(=O)c1cn(N(C)c2ncc(C(F)(F)F)cc2Cl)c(=O)c2ccccc12	-5%	-11	6%	-3%	x	1	0%	3%	1%	-2
COc1ccc(/C=N/NC(=O)c2ccccc2OC)cc1COc1ccc(C)cc1	0%	11	-2%	-1%	2	25	5%	-8%	-5%	-6
OCCN(Cc1nc(-c2ccc3c(c2)OCO3)no1)Cc1cccs1	-33%	-11	12%	-6%	2	7	-4%	2%	1%	-7
O=c1c2sc3nc(N4CCOCC4)c4c(c3c2ncn1C(c1ccccc1)c1ccccc1)CCCC4	u	0	x	x	x	x	x	x	16%	21
O=Cc1ccc(OCC(=O)NC(=O)NC2CCCCC2)cc1	-5%	-1	9%	2%	4	12	-1%	-5%	-3%	11
O=C(NCc1ccc(F)cc1)c1cnc(-c2ccccn2)nc1C(F)(F)F	-28%	2	-5%	3%	4	-4	3%	-5%	-2%	8
Nc1nc(CSc2nnnn2-c2ccc(F)c(Cl)c2)nc(N2CCOCC2)n1	20%	6	x	x	x	x	x	x	-1%	14
CSc1ccc(CN(C)C(=O)COc2ccc(C(=O)c3ccccc3)cc2)cc1	17%	-7	1%	3%	0	3	-2%	-2%	-18%	6
COC(=O)C[C@H](NC(=O)Cn1cnc2c(OCc3ccccc3)ncnc21)C(=O)OC	-2%	1	x	17%	x	x	x	x	1%	-8
Cc1[nH]c2ccccc2c1C(=O)C(=O)N1CCN(C(=O)c2ccco2)CC1	17%	-7	-4%	-2%	2	3	0%	2%	-4%	1
O=C(Cc1ccccc1)Nc1nonc1NC(=O)c1ccccc1	-15%	-3	-1%	-10%	8	3	1%	1%	-4%	1
COc1cc2c(cc1N/C=C(\C#N)c1nc(-c3ccccc3)cs1)oc1ccccc12	32%	-18	7%	-3%	6	0	9%	-12%	11%	-21
O=C(Nc1cccc(F)c1)c1ccc(S(=O)(=O)N2CCCC2)cc1	3%	2	5%	0%	1	u	-5%	-3%	-13%	-7
Cc1ccccc1C(O)c1cccnc1 (stereo not given)	18%	50	-2%	-4%	2	-2	0%	-5%	4%	20
O=C(c1cc(-c2ccncc2)nc2ccccc12)N1CCN(c2ccc(N3CCOCC3)nn2)CC1	-9%	14	1%	17%	0	2	0%	u	3%	-7
CC(=O)N/C(=C/c1ccc(OS(=O)(=O)c2ccc(C)cc2)cc1)C(=O)NCCO	15%	-1	2%	10%	3	8	2%	-11%	0%	9
O=C(NC(=S)Nc1ccc2oc(=O)ccc2c1)c1cccc(Cl)c1	2%	-4	49%[activator]	1%	1	7	-1%	6%	-5%	-28
Cc1ccc(S(=O)(=O)CCc2ccncc2)cc1	-11%	4	u	1%	-1	-3	5%	3%	4%	7
Cc1ccccc1-n1c(SCC(=O)c2c(N)n(C)c(=O)n(C)c2=O)nc2sc3c(c2c1=O)CCCC3	-12%	1	14%	5%	-1	u	-2%	-8%	-7%	-13

Screening results (PubChem)
